SENP8 block-1: blocks human SENP8 cleavage of Nedd8 substrate; actives 0.64% (n = 360,000); AID 602440; inhibition, % at 20 µM; Q96LD8; recombinant SENP8, Nedd8 substrate fluorescence; in the data active = inhibition mostly above about 40%, no sharp cut-off; inactive = mostly below about 27%
Target sequence (Q96LD8 whole entry, looked up): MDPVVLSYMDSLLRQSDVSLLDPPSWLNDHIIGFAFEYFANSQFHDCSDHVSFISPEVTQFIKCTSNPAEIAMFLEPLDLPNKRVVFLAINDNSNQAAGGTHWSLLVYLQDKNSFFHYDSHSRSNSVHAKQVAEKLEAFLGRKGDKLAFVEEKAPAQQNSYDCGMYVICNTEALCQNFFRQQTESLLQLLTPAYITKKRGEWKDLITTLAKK
SENP8 block-2: inhibitors of human SENP8 protease; Q96LD8; purified SENP8, Z-RLRGG-aminoluciferin cleavage, luminescence; inhibition, % at 10 µM; actives 1.2% (n = 330,000); AID 2540; in the data active = inhibition above about 50%
HKDC1 inh: blocks human hexokinase HKDC1 activity; actives 0.16% (n = 340,000); inhibition, % at 20 µM; recombinant HKDC1, G6PDH/diaphorase resazurin coupled fluorescence; Q2TB90;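 active = inhibition above about 35% when tested at 20 µM, limit read from the data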;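 also: plate controls were DMSO wells with enzyme for no effect and DMSO wells lacking enzyme for full effect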
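Test system: HK5 enzyme. Quantity: 5 µg/mL HK5 final. Reagent: glucose and ATP substrates. Schedule: 90 min reaction incubation at room temperature, dark. Technique: resazurin-to-resorufin fluorescence via G6PDH and diaphorase coupling, 525/613 nm. Control set: DMSO wells with and without enzyme mix.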
PfGluPho inh: PfG6PD (Plasmodium falciparum) enzyme inhibition; PfGluPho enzyme, NADPH resazurin-diaphorase fluorescence; inhibition, % at 20 µM; actives 0.78% (n = 350,000); AID 504690;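 active = inhibition reaching at least a set limit at 20 µM in the primary screen, cut at about 59% in these data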;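 also: 0% = DMSO wells with substrate and 100% = DMSO wells lacking glucose-6-phosphate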
Apaf-1 inh: inhibitors of human Apaf-1 apoptosome. AID 489030. O14727. reconstituted apoptosome caspase-3 activity, DEVD-Rh110 fluorescence. inhibition, % at 20 µM. actives 0.71% (n = 330,000); active = inhibition of at least 40% at 20 µM;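 also: plate controls were DMSO wells for no effect and DEVD-CHO caspase inhibitor wells for full effect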
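Medium: Hepes buffer, pH 7.5 / System: biochemical Apaf-1 apoptosome reconstitution / Measured by: Rh110 fluorescence, excitation 480 nm, emission 540 nm / Times: compound with Apaf-1, dATP, procaspase-3 30 min, then 50 min reaction, room temperature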
SENP1 inh: blocks the human SENP1 SUMO protease catalytic domain; AID 624204; inhibition, % at 10 µM; recombinant SENP1 catalytic domain, CyPet-SUMO1-YPet FRET cleavage; actives 0.21% (n = 360,000); Q9P0U3;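 active = inhibition at least 30% at 10 µM, raw YFP signal under a set limit, fluorescence ratio 0.5 to 1.5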;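 also: 0% = enzyme with DMSO and 100% = no enzyme wells; some results filed as inactive read as strong as hits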
Target sequence (Q9P0U3 419-644 limits assumed): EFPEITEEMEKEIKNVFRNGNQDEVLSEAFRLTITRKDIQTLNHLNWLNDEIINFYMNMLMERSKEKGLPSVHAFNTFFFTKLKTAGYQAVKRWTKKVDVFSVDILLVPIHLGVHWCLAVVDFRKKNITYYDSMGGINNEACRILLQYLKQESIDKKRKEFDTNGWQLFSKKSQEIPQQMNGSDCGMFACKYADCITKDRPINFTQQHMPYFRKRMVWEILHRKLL
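system = hSENP1 catalytic domain, recombinant | reagent = SFCypet-SUMO1-SFYpet substrate at 25 nM | doses = one dose per compound, 10 µM, 0.5% DMSO | incubation = enzyme reaction for 50 min at room temperature, dark | measured by = FRET, CFP and YFP emission | controls = no-enzyme low, enzyme-DMSO high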
SENP6 block: inhibitors of human SENP6 protease; Q9GZR1; actives 1.8% (n = 330,000); Recombinant SENP6 catalytic domain, aminoluciferin luminescence; inhibition, % at 10 µM;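 active = inhibition above about 50% at the single tested dose, limit read from the data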;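 also: plate controls were DMSO wells with enzyme for no effect and DMSO wells lacking enzyme for full effect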
SENP7 block: inhibitors of human SENP7 protease; Q9BQF6; recombinant SENP7, Z-RLRGG-aminoluciferin luminescence, 40 min; inhibition, % at 5 µM; actives 1.5% (n = 330,000); AID 434973;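 active = inhibition above about 50% at the single test dose, limit read from the data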;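 also: plate controls were DMSO with enzyme for no effect and no enzyme buffer wells for full effect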
Target sequence (Q9BQF6 706-1050 limits assumed): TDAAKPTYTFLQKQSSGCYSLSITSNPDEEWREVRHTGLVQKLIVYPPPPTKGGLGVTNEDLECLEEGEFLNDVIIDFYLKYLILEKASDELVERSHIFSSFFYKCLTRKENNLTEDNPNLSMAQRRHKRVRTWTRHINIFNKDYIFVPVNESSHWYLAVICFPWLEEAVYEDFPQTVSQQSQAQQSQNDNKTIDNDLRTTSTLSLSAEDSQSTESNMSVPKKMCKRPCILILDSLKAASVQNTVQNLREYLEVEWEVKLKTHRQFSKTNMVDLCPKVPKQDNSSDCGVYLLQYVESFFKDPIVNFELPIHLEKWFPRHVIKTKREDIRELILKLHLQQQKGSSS
* hit, by the source's call; . = no result given.

SMILES	SENP8 block-1	SENP8 block-2	HKDC1 inh	PfGluPho inh	Apaf-1 inh	SENP1 inh	SENP6 block	SENP7 block
CCOC(=O)C1=C(c2ccccc2)NC(=O)NC1c1ccc(O)c(OCC)c1 (configuration not stated)	17	-3	-3	-10	-21	4	-3	2
C=CCOc1ccc(Cl)cc1C(=O)O	10	5	-6	-8	-2	-14	5	-4
Cc1ccc(S(=O)(=O)NC2(C(F)(F)F)C(=O)Nc3c2c(=O)n(C)c(=O)n3C)cc1 (configuration not stated)	3	-6	-3	1	-16	3	-1	0
O=C(COc1ccc(Cl)cc1)NCCSCc1cccc(Cl)c1	17	-12	4	-13	15	-1	-9	-8
Cc1ccc(NC(=O)CN(C)S(=O)(=O)c2ccc(Cl)s2)c(O)c1	10	-13	2	-8	8	-3	-3	-13
CC(C)N(CCNC(=O)C1CCN(S(=O)(=O)N2CCOCC2)CC1)Cc1ccccc1	27	0	-12	-11	1	-1	-1	7
O=S(=O)(c1ccc2c(c1)OCCO2)N1CCC(c2nc3ccccc3[nH]2)CC1	18	-4	-4	2	-10	2	9	14
CCOC(=O)N1CCN(c2cccc(C)c2C)CC1	8	-1	-1	-1	-14	1	5	-3
Cc1c(C2N3CC4(C)CN2CC(C)(C3)C4=O)c2ccccc2n1C (configuration not stated)	11	3	0	-4	7	0	1	-2
COc1ccc(NC(=O)c2cccc(N3C(=O)C4C5C=CC(C5)C4C3=O)c2)c(OC)c1 (configuration not stated)	10	4	4	-6	20	1	14	1
Nn1c(Cc2cccc3ccccc23)nnc1SCC(=O)NC1CCS(=O)(=O)C1 (configuration not stated)	14	4	7	-13	1	1	-12	-1
COc1ccc(NC(=O)/C(C#N)=C/c2ccc3c(c2)n(C)c(=O)n3C)cc1	-120	-10	-3	6	10	-10	-2	-3
CN(C)S(=O)(=O)c1ccc(C(=O)NCC(C)(C)CN=C2NS(=O)(=O)c3ccccc32)cc1	10	-5	-2	8	10	0	-19	0
CCN(CC)S(=O)(=O)c1cccc(NC(=O)/C=C/c2cccc([N+](=O)[O-])c2)c1	12	.	5	14	.	0	.	.
COc1cc(C2CC(=O)Oc3c2c(=O)n(C)c2ccccc32)ccc1O (configuration not stated)	-24	-5	16	-16	8	-1	4	-4
CCn1c(SCC(=O)Nc2cccc(F)c2)nnc1-c1cc2cc(Br)ccc2o1	14	-8	-2	-2	10	-3	-1	-16
O=C1C(=Cc2ccco2)CCCC1=Cc1ccco1	-44	.	8	27	.	-30	.	.
COc1cc(OC)c2ccc(=O)oc2c1C(CC(=O)N1CCN(c2ccccc2)CC1)c1ccc2c(c1)OCO2 (configuration not stated)	-372	7	8	3	14	-4	1	-1
CCCCCCN1N=C(C)C(C(=O)c2ccc(Cl)cc2)C1=O (configuration not stated)	18	-4	-2	-17	6	0	-6	-6
Cc1cccc(NC(=O)c2ccc(NCC3CCCO3)c([N+](=O)[O-])c2)n1 (configuration not stated)	37	-9	0	36	-2	4	-15	21
CN(c1ccc(C(=O)NCCC2=CCCCC2)cc1)S(C)(=O)=O	12	5	-3	-9	-1	1	-1	12
O=C1c2ccc(Oc3ccc4c(c3)C(=O)N(CCCO)C4=O)cc2C(=O)N1CCCO	-68	-2	-4	-13	6	5	-4	3
O=C(Nc1nc2c(s1)CCc1ccccc1-2)c1cccs1	-139	9	12	24	8	-5	9	3
O=C(COc1ccc(S(=O)(=O)NC2CCCCC2)cc1)NCc1ccccn1	6	9	6	-15	-9	4	-29	6
COc1ccccc1-c1nc2ccccc2nc1-c1ccccc1	-393	5	-4	13	1	0	-5	5

Reprinted at random: six records from the list
SMILES	SENP8 block-1	SENP8 block-2	HKDC1 inh	PfGluPho inh	Apaf-1 inh	SENP1 inh	SENP6 block	SENP7 block
C=CCOc1ccc(Cl)cc1C(=O)O	10	5	-6	-8	-2	-14	5	-4
O=C(Nc1nc2c(s1)CCc1ccccc1-2)c1cccs1	-139	9	12	24	8	-5	9	3
COc1ccccc1-c1nc2ccccc2nc1-c1ccccc1	-393	5	-4	13	1	0	-5	5
CN(c1ccc(C(=O)NCCC2=CCCCC2)cc1)S(C)(=O)=O	12	5	-3	-9	-1	1	-1	12
O=C1C(=Cc2ccco2)CCCC1=Cc1ccco1	-44	.	8	27	.	-30	.	.
CCN(CC)S(=O)(=O)c1cccc(NC(=O)/C=C/c2cccc([N+](=O)[O-])c2)c1	12	.	5	14	.	0	.	.

(list continues)
SMILES	SENP8 block-1	SENP8 block-2	HKDC1 inh	PfGluPho inh	Apaf-1 inh	SENP1 inh	SENP6 block	SENP7 block
CCN(CC)S(=O)(=O)c1cc(NC(=O)Cn2ncc(Cl)c(Cl)c2=O)ccc1C	4	-2	12	9	16	0	4	-4
COC(=O)c1ccc(-c2cc(CC3(C(=O)OC)CCN(C(=O)OC(C)(C)C)CC3)on2)cc1	12	5	-2	3	13	-1	1	2
CCOC(=O)c1sc(=S)n(-c2ccc(Cl)cc2)c1C	23	1	4	-6	5	0	2	5
COc1ccc(-c2nc(C#N)c(NCC3CCCO3)o2)cc1OC (configuration not stated)	-280	-6	-6	2	-12	-2	9	-1
CC(OC(=O)/C=C/c1cccs1)C(=O)Nc1ccc(C(N)=O)cc1 (configuration not stated)	7	-10	3	-6	-11	4	-1	1
Cc1ccc(CNC(=O)Cn2cc(C(F)(F)F)ccc2=O)cc1	-1	-2	-10	5	-9	-1	-6	5
COc1cccc(NC(=O)COC(=O)c2ccc3ccccc3n2)c1	2	-12	-4	-13	17	28	-4	-6
CCCCN1C(=N)N([C@@H](C)CN2CCC[C@H]2CN2C(N)=NC[C@H]2CC(C)C)C[C@H]1[C@H](C)CC	16	10	-4	-11	5	0	17	4
COc1ccc(CCN(C)CCC(=O)Nc2cc(C)ccc2C)cc1OC	17	3	-2	-12	9	1	-10	4
COc1ccc(CNC(=O)COC(=O)C2CCC(C(C)(C)C)CC2)cc1 (configuration not stated)	13	-6	-1	8	18	3	-16	-3
CC1CCN(C(=O)C2CCN(S(=O)(=O)c3cccc4nsnc34)CC2)CC1	5	0	-6	10	19	-1	11	-2
Cn1ncc(Br)c1C(=O)NC12CC3CC(CC(C3)C1)C2	16	-8	4	-3	-1	-1	-3	-5
O=C(Cc1ccccc1)Nc1ccccc1N1CCN(c2ccccc2)CC1	6	-1	7	-12	26	-33	-6	-7
O=c1[nH]c2cc(Cl)c(Cl)cc2o1	18	.	-1	-26	.	1	.	.
CCCCc1ccc(/C=C(\C#N)C(N)=S)s1	22	8	6	4	19	-2	8	-1
O=C(CC(=O)N/N=C/c1ccc(F)cc1)N/N=C/c1ccc(F)cc1	13	-2	-4	5	5	4	5	4
COc1ccc(Cl)cc1NC(=O)CC(C)=O	18	-5	4	21	-9	3	-6	-3
COc1ccc(C(=O)N2CCN(c3nnnn3-c3ccccc3)CC2)cc1OC	8	0	0	-7	9	3	-5	6
Cc1ccc(S(=O)(=O)Nc2ccc(N(C)C)cc2)cc1	23	-2	2	16	8	4	-2	2
Cc1ccc(-c2cc(-c3ccc(F)cc3)nc(N)c2C#N)o1	-412	3	6	49	11	-19	-17	5
O=C(NCc1ccccc1)c1cc(=O)c2ccccc2o1	26	-11	-8	-6	0	0	-12	-5
O=C(c1ccc2c(c1)C(=O)N(Cc1ccco1)C2O)N1CCOCC1 (configuration not stated)	8	11	-2	-11	-14	-2	3	-2
Cc1cccc(NC(=S)/N=C(\N)Nc2nc(C)c3ccccc3n2)c1	20	-9	-10	16	1	-2	-16	-8
CC(C)(C)NC(=O)C(c1ccncc1)N(C(=O)Cn1nnc(-c2ccc(F)cc2)n1)c1ccc(F)cc1 (configuration not stated)	-4	3	-8	5	2	1	5	-5
CN(CC(=O)NC1CCCC1)S(=O)(=O)c1cccc(Cl)c1	0	-21	-4	14	6	-1	-13	-3

The list continues.
SMILES	SENP8 block-1	SENP8 block-2	HKDC1 inh	PfGluPho inh	Apaf-1 inh	SENP1 inh	SENP6 block	SENP7 block
Cc1ccc(CSCCNC(=O)c2ccccc2)cc1	3	-5	5	0	5	3	5	-2
COc1ccc(NS(=O)(=O)c2cccc(C(=O)NNC(=O)CNC(=O)c3ccccc3Cl)c2)cc1	11	.	-2	-10	.	1	.	.
O=C(CCc1ccccc1)NC1CCCc2ccccc21 (configuration not stated)	16	3	-7	-8	6	1	-32	-6
N#Cc1c[nH]n2c(=O)c3c(nc12)CCCC3	.	5	.	.	-22	.	0	-1
CCn1nc(C(=O)OCC(=O)Nc2nc(-c3ccc(OC)cc3)cs2)c2ccccc2c1=O	19	12	-1	8	11	-1	14	16
O=C(/C=C/c1cccc([N+](=O)[O-])c1)N1CCN(c2ccccn2)CC1	10	-6	-6	8	3	0	-13	11
Cc1cccc(C(=O)N2CCC(Cc3ccccc3)CC2)c1[N+](=O)[O-]	10	-16	-5	0	26	0	-25	-3
O=C1C=C(c2ccc3c(c2)OCO3)CCC1	-193	-6	-5	17	2	0	-5	4
COc1ccccc1Nc1nc2ccccc2n2cnnc12	-57	1	0	21	2	-10	-2	5
Cc1cccc(OCC(=O)Nc2ccccc2C(=O)N2CCOCC2)c1	-24	3	-9	-1	0	3	11	1
O=C(Nc1ccc2c(c1)OCO2)c1cccc2c1C(=O)N(C1CCCCC1)C2	0	2	-11	-4	15	0	-2	7
CN(C)C(=O)c1ccc(NC(=O)CN2C(=O)NC3(CCCc4ccccc43)C2=O)cc1 (configuration not stated)	19	-2	0	-17	-2	1	-2	1
COc1cccc(NC(=O)c2cnc(SC)nc2C)c1	-21	-10	3	-4	7	-6	7	0
CC1Cc2ccccc2N1C(=O)c1cnc2ccccn2c1=O (configuration not stated)	10	0	12	-14	3	-4	-4	13
O=C(OCc1nnc(-c2ccccc2)o1)C1=COCCO1	28	-3	-3	-9	-2	1	-3	7
Cc1ccc(Cl)cc1N1CCN(C(=O)C2CCC(=O)N(C3CCCCCC3)C2)CC1 (configuration not stated)	7	3	-7	-6	23	0	-12	-1
CCN(CC)CCC(c1cc(OC)c(OC)c(OC)c1)c1c(OC)cc(OC)c2c(-c3ccccc3)cc(=O)oc12 (configuration not stated)	-28	2	5	1	37	-3	-12	1
CN(C(=O)c1ccc(NC(=O)Cc2ccc(NC(=O)C3CCN(C(=O)C4CCCCC4)CC3)cc2)cc1)C1CC1	4	1	-5	-11	0	-1	27	-2
CC1(C)CCC(=NNC(N)=S)CC1	9	.	-6	-15	.	3	.	.
COc1ccc2nc(N/C(=N/S(=O)(=O)c3cccs3)c3ccccc3Cl)sc2c1	-16	5	1	-32	6	4	-9	3
Cn1c(=O)[nH]c(=O)c2c1nc(SCCN1CCCCC1)n2Cc1ccccc1	27	-1	0	-11	-1	3	-14	2
Cc1cccc(NC(=S)NNC(=O)c2nn(C)cc2Cl)c1	11	0	-5	1	4	-2	-3	13
CNC(=O)COc1ccc(Nc2nnc(-c3ccc(C)c(S(N)(=O)=O)c3)c3ccccc23)cc1	6	4	0	13	5	4	13	5
C=CCOc1c(Br)cc(CNn2cn[nH]c2=S)cc1OC	10	-6	17	14	-2	0	-16	1
Cc1csc(NC(=O)CSc2nc(=O)cc(N)n2-c2ccc(F)cc2)n1	10	-3	-4	-20	0	1	-4	-5
Cc1cc(N/N=C/c2ccccc2Br)nc2ccccc12	-98	-17	-2	35	13	-2	-1	-9
CC(C)NC(=O)N(C)C[C@H]1Oc2c(cccc2N(C)C)C(=O)N([C@H](C)CO)C[C@@H]1C	2	5	-1	-10	-3	2	-5	1
CCOc1ccc(NC(=O)c2sc(N3CCOCC3)nc2-c2ccccc2)cc1	-55	-3	-14	13	7	2	-12	1

Source: PubChem
